Bioassay records: PubChem BioAssay, several laboratories
TRAIL sens C8 = viability loss with TRAIL in NB7+C8 cells, primary screen, TRAIL sensitizer project, cell-based, ATPlite luminescence; AID 624354, 2012; 360,000 compounds, 1% hits; inhibition (viability loss, TRAIL sensitization), % at 10 µM;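 active = compounds causing at least 50% loss of cell viability in the single-dose screen, relative to plate controls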
NOD2-RIPK2 inh = NOD2-RIPK2 binding disruptors in cells, primary screen, fluorescence, CHO cells, BLA complementation; AID 624267, 2012; CCF4 ratio; Receptor-interacting serine/threonine-protein kinase 2 (Homo sapiens), O43353; 360,000 compounds, 0.38% hits; inhibition, % at 4.98 µM; in the data active = inhibition above about 21%;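 note: 0% = vehicle only and 100% = reference blocker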
TLR9-MyD88 inh = inhibitors of TLR9-MyD88 association in cells, primary screen, cell-based, CHO, BLA complementation, fluorescence; Toll-like receptor 9 (Homo sapiens) + Myeloid differentiation primary response protein …; CCF4 FRET ratio; inhibition, % at 4.98 µM; 340,000 compounds, 0.21% hits; AID 504734, 2011;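 active = inhibition above the mean over all tested compounds plus 3 SD, cut at about 21% in these data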;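 note: 0% = DMSO only wells and 100% = clavulanate BLA inhibitor control wells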
Target sequence (Q99836 whole entry, looked up): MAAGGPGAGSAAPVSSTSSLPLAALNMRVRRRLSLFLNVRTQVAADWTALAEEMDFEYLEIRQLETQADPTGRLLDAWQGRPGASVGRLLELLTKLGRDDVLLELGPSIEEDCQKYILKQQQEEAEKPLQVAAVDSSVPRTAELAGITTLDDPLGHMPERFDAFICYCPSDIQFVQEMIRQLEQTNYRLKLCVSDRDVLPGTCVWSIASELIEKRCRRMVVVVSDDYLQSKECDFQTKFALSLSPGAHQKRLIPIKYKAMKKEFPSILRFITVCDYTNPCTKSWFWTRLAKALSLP
Target sequence (Q9NR96 whole entry, looked up): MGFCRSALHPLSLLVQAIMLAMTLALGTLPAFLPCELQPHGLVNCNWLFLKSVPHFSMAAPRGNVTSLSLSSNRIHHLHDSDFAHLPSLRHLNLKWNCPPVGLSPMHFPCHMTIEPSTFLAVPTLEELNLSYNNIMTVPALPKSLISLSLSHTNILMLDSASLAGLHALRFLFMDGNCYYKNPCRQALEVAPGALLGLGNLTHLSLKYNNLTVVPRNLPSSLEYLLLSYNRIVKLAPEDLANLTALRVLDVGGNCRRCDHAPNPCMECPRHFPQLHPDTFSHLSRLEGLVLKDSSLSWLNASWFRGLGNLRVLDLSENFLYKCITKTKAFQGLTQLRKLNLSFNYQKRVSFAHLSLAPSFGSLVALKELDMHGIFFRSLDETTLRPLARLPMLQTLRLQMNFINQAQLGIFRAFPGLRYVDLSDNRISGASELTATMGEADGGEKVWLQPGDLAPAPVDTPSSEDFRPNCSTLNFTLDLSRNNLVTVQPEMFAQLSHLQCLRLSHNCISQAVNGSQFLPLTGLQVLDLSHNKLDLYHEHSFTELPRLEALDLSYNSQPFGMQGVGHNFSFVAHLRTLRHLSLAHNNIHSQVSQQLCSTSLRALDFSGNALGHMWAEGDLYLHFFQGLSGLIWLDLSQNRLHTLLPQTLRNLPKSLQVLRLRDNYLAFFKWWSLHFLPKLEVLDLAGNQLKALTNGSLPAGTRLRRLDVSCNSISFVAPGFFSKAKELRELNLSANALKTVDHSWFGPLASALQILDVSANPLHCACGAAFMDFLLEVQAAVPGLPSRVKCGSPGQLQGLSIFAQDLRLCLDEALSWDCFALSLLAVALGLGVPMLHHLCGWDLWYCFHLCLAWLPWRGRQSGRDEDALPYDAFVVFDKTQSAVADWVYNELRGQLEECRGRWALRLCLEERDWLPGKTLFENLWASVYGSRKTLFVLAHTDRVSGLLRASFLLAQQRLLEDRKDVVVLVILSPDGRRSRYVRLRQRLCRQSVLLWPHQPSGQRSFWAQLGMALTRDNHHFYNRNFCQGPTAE
NR2F2 inh = NR2F2 transcriptional activity inhibitors, primary screen, cell-based, luciferase reporter, HEK293T, luminescence; COUP transcription factor 2 (Homo sapiens), P24468; HEK293T NGFI-A luciferase reporter; inhibition, % at 8.6 µM; 370,000 compounds, 0.7% hits; AID 686940, 2013;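 active = inhibition above a per-plate cutoff, mean inhibition of test wells between control levels plus 3 SD, cut at about 38% in these data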;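 note: cells cotransfected with COUP-TFII expression vector driving the NGFI-A reporter; 0% = median of COUP-TF2 test wells and 100% = reporter-only cells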
SRC2 inh = inhibition of GAL4-SRC2 driven luciferase reporter, primary screen, SRC2 inhibitor project, cell-based, luminescence. inhibition, % at 9 µM. 370,000 compounds, 0.17% hits. HEK293 GAL4-SRC2 luciferase reporter. Nuclear receptor coactivator 2 (Homo sapiens), Q15596;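 active = inhibition above the mean inhibition of all tested compounds plus 3 SD, set per campaign, cut at about 52% in these data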;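 note: 0% = DMSO treated cells and 100% = cells given Gossypol at 36 µM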
TWEAK-Fn14 inh = inhibitors of TWEAK-Fn14 signaling, primary screen, luciferase reporter cells, uHTS; TWEAK-stimulated Fn14 reporter cells, luciferase luminescence, 8 h; inhibition, % at 10 µM; 360,000 compounds, 2% hits; AID 1159606, 2016; in the data active = inhibition above about 50%
TROY signal inh = inhibitors of TROY-driven NF-kB signaling, primary screen, Q293 LMP1-TROYcd cells, NF-kB luciferase, uHTS; inhibition, % at 10 µM; 360,000 compounds, 0.98% hits; Q293 LMP1-TROYcd NF-kB luciferase reporter, 4 h;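 active = compounds whose plate-normalised and pattern-corrected inhibition of the luciferase reporter signal at the single screening dose is 50% or more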
NCOA3 inh = SRC3 coactivator transcriptional activity inhibitors, primary screen, cell-based, luminescence | Nuclear receptor coactivator 3 (Homo sapiens), Q9Y6Q9 | inhibition, % at 3.6 µM | 360,000 compounds, 0.17% hits | HEK293 GAL4-SRC3 luciferase reporter;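 active = inhibition above a per-campaign cutoff, the mean of all compounds plus 3 SD, cut at about 60% in these data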;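 note: 0% = DMSO-treated cells and 100% = gossypol-treated cells at 36 µM; higher means less SRC3-driven luciferase light from the GAL4 reporter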
NR5A2 inv ag = LRH-1 (NR5A2) inverse agonists, primary screen, cell-based, luminescence, HEK293T, StAR-luciferase reporter. LRH-1 transfected, 24 h. 360,000 compounds, 0.13% hits. inhibition, % at 3.6 µM. Nuclear receptor subfamily 5 group A member 2 (Homo sapiens), O00482;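 active = inhibition above the mean inhibition of all tested compounds plus 3 SD, cut at about 73% in these data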;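 note: 0% = DMSO wells and 100% = reporter-only cells lacking LRH-1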
SRC1 inh = SRC1 coactivator transcriptional activity inhibitors, primary screen, cell-based, luminescence; Nuclear receptor coactivator 1 (Homo sapiens), Q15788; HEK293 GAL4-SRC1 luciferase reporter; inhibition, % at 3.6 µM; 360,000 compounds, 0.12% hits; AID 588354, 2011;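 active = inhibition above the campaign mean plus 3 SD, with each screening campaign given its own cutoff, cut at about 60% in these data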;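 note: 0% = DMSO treated cells and 100% = gossypol at 36 µM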
LMP1 NFkB inh = EBV LMP1-driven NF-kappaB luciferase reporter inhibitors, primary screen, cell-based, luminescence, single point; inhibition, % at 12.5 µM; 350,000 compounds, 0.69% hits; LMP1-induced NF-kappaB luciferase reporter cells; in the data active = inhibition above about 41%;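 note: 0% = neutral control wells and 100% = reference inhibitor control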
Starred values were filed as active, the others as inactive; . = not tested or not shown. This is a subset; the hit share may differ from the screen's.

SMILES	TRAIL sens C8	NOD2-RIPK2 inh	TLR9-MyD88 inh	NR2F2 inh	SRC2 inh	TWEAK-Fn14 inh	TROY signal inh	NCOA3 inh	NR5A2 inv ag	SRC1 inh	LMP1 NFkB inh
COc1cccc(-c2ccc(C#N)c(SCC(=O)NCCc3cccc(Cl)c3)n2)c1	13	-19	-1	10	1	-27	-6	12	8	7	-9
COc1ccc2[nH]c(=O)c(CN(Cc3cccnc3)C(=O)Nc3ccccc3)cc2c1	-5	-4	-21	-10	-9	28	-10	20	-2	14	0
CSc1ccc(/C=N/N2CCN(Cc3ccccc3Cl)CC2)cc1	-1	1	-2	10	-18	4	-38	16	5	4	-2
CN(Cc1ccccc1)C(=O)c1ccc2nc([C@@H]3O[C@H](CO)[C@H](O)[C@H](O)[C@H]3O)[nH]c2c1	-10	1	.	2	6	-6	-8	15	35	3	.
CC(C)(C)c1ccc(/C=N/NC(=O)C[n+]2ccccc2)cc1	-17	6	1	23	0	28	-1	16	-11	8	-1
CCN(C(=O)C=Cc1ccco1)c1ccccc1	0	-6	5	-3	-13	-6	-1	-20	20	0	1
N=c1c2c3c(sc2ncn1CCN1CCOCC1)CCCCC3	10	-12	2	2	-24	18	16	-4	3	11	-7
COc1ccc(-c2ccc(=O)n(CC(=O)NCC3COCCO3)n2)cc1 (stereo unspecified)	-20	-11	-2	11	17	4	-14	13	-3	-5	-2
O=C(Cn1ncc2c(=O)oc3ccccc3c21)N1CCCN(Cc2ccccc2F)C1	-3	0	7	-5	4	8	13	-5	8	-5	-7
CCOC(=O)N1CCC(NS(=O)(=O)c2ccc(C)cc2)CC1	0	-12	.	-6	12	4	-1	11	-7	-7	4
O=C(CN1CCN(S(=O)(=O)c2ccc(Cl)cc2)CC1)Nc1ccc(N2CCOCC2)cc1	4	-8	-3	-10	1	-1	-17	20	-4	-10	2
O=C(COC(=O)Cc1n[nH]c(=O)c2ccccc12)NNC(=O)c1ccc(Cl)cc1	9	-5	2	2	-37	10	-6	2	0	-19	-12
Cc1nn(C2CCS(=O)(=O)C2)c(C)c1CN(C)C(=O)c1ccccc1 (stereo unspecified)	-14	-3	0	11	14	8	9	15	-3	1	6
O=[N+]([O-])c1cccnc1N1CCC(c2cc(-c3ccc(Cl)cc3)n[nH]2)CC1	13	-3	1	8	13	23	11	-7	-34	0	-15
Cc1c(NC(=O)COC(=O)c2ccccc2O)c(=O)n(-c2ccccc2)n1C	-10	-1	3	-1	-4	-10	-3	-16	7	-18	-3
CCc1cc(=O)oc2cc(OCC(=O)NCc3ccccn3)ccc12	-3	-7	-1	5	0	-6	-12	-12	38	7	2
O=C(c1ccco1)c1cn(CC(=O)N2CCCC2)c2ccccc12	-3	6	-12	9	-1	-3	-4	0	-22	-5	2
COc1ccc(C2C(C#N)=C(C)NC3=C2S(=O)(=O)c2ccccc23)cc1 (stereo unspecified)	10	-8	-10	-16	2	18	-11	-3	12	2	3
Cc1cc(=O)n2[nH]c(-c3ccco3)nc2n1	-3	-6	7	-16	2	24	-10	16	8	-10	-44
O=C(Nc1ccc(S(=O)(=O)N2CCOCC2)cc1)c1cccc(Br)c1	4	-12	0	-15	-19	-8	-10	11	-8	4	2
CN(CC(=O)NCC1CCCO1)S(=O)(=O)c1ccc2ccccc2c1 (stereo unspecified)	-11	-6	4	3	15	-5	11	3	-4	-8	0
CC(OC(=O)C1CC=CCC1C(N)=O)C(Cl)=C(Cl)Cl (stereo unspecified)	-4	-5	-2	11	-1	-5	-16	2	-1	-2	-1
COc1cc(CC(NC(C)=O)C(=O)NC2CCN(C(=O)Nc3ccccc3C)CC2)cc(OC)c1 (stereo unspecified)	-17	0	-8	-20	7	31	-4	15	3	-20	-4
COc1ccc(N(CC(=O)N2CCN(c3ccc(Cl)cc3)CC2)S(=O)(=O)c2c(C)n[nH]c2C)cc1	-9	-14	-2	22	18	11	11	17	10	7	23
COCCNC(=S)N(CCc1c(C)[nH]c2ccc(F)cc12)Cc1cccnc1	7	-2	-5	5	8	-20	-22	5	19	-20	3
CSc1ncccc1-c1nc2ccccc2[nH]1	2	1	-3	-12	-42	-19	-41	-50	-32	-51	-3
COc1ccccc1C(=O)NCCC(=O)Nc1ccc(S(=O)(=O)N2CCC(C)CC2)cc1	7	3	2	15	17	-14	-15	1	5	-2	0
O=C1Nc2cccnc2Sc2ccccc21	11	-19	-6	11	-3	15	1	7	1	-36	0
COc1ccc(NC(=O)C2CC(=O)N(c3cccc(C)c3C)C2)cc1 (stereo unspecified)	-10	-7	4	2	0	1	-3	6	-1	-15	3
c1ccc(Cn2nnc3c(N4CCCCCC4)ncnc32)cc1	10	-1	6	-2	-13	-21	-9	-16	-5	-33	-36
Cc1onc(-c2ccccc2)c1C(=O)Nc1sccc1C#N	-8	-10	-3	3	7	11	12	-9	-1	7	-11
CCC(=O)OCC(=O)Nc1cc(S(=O)(=O)N(C)C)ccc1Cl	-7	-1	10	-9	0	13	-3	6	5	3	-1
CN1CC(=O)NC1=NC(=O)c1cc(F)c(F)cc1Cl	5	-7	0	-3	-3	3	6	14	12	9	0
Cn1cnc(S(=O)(=O)N2CCCCC2c2cc(C(=O)Nc3ccc(F)c(Cl)c3)no2)c1 (stereo unspecified)	8	-20	.	-3	-25	1	-29	-49	-44	-30	.
Cc1ccc2nc(-c3ccsc3)c(NC3CCCC3)n2c1	12	4	-7	10	-4	-29	-21	-15	-17	-27	10
Cc1ccc(S(=O)(=O)N2CCC3(CC2)OCCO3)c(C)c1	2	-7	-2	1	-3	-11	5	19	14	3	-10
CCCCCCC(NC(=O)Cc1ccc2ccccc2c1)C(=O)O (stereo unspecified)	-2	-7	1	-8	-29	-6	-14	-12	-15	-4	-3
COC[C@@H]1CCCN1c1ccc2c(c1)O[C@@H](COCc1ccccc1)CN([C@H](C)c1ccccc1)S2(=O)=O	3	1	.	18	-39	4	-20	.	26	.	.
O=C(CSc1nnc(-c2ccco2)n1CC1CCCO1)c1ccccc1 (stereo unspecified)	14	-2	0	-14	-22	0	-15	-9	16	-7	-7
COc1ccc(-c2cc(C(=O)N3CCc4ccccc4C3)no2)cc1OC	-3	6	-6	-4	-16	-5	18	-4	-13	6	6
CCN(CC)S(=O)(=O)c1ccc(-c2nnc(SCC(=O)c3ccc(OC)cc3)o2)cc1	-3	-4	2	-34	7	-8	17	24	-16	8	-7
CCNC(=O)C1(C)CCCN(CCOc2ccc(OC)cc2)C1 (stereo unspecified)	-13	-14	.	6	-11	-11	8	-1	-15	-10	.
CCOC(=O)C1CCN(C(=O)Nc2ccc3nc(C)c(C)nc3c2)CC1	-1	-5	-8	-6	10	-8	-4	9	1	-7	4
COC(=O)c1ccccc1S(=O)(=O)NNC(=O)c1ccccc1-n1cccc1	-14	-8	0	3	-2	-7	3	7	10	-22	-9
CCc1ccc(N2C(=O)C(Cl)=C(Nc3ccc(C(=O)N4CCCC4)cc3)C2=O)cc1	45	18	16	.	.	34	-2	-15	19	-6	10
COc1ccc2nc(NC(=O)Cc3cccs3)sc2c1	14	1	-9	-25	-10	-22	-73	-87	-131	-103	-16
CCCC(=O)N1CC2(C)CN(C(=O)CCC)CC(CCC)(C1)C2=O	-2	-3	6	-4	9	20	-24	3	2	-3	-1
CC(C)c1c(O)nc(SCCOc2ccc(Cl)cc2)[nH]c1=O	3	-1	8	12	-6	16	22	8	-2	4	6
CCC(C)CCCCCCCCCCC(=O)O (stereo unspecified)	-20	-10	7	11	0	2	-10	31	25	-9	9
CCCCSc1c(C)c2cc3c(cc2[nH]c1=O)OCO3	-5	-18	-3	-1	-20	26	-24	-6	4	8	3
Cc1ccc(-c2nnc(SCC(=O)N/N=C/c3cccs3)n2-c2ccc(C)cc2)cc1	-9	1	-5	-1	13	-5	-23	2	-19	1	-7
COc1cccc(NC(=O)N2CCCC2C(=O)NCc2ccco2)c1 (stereo unspecified)	10	-3	3	5	17	18	9	-3	1	3	-6
Cc1nnc(NC(=O)CSc2nnc(C)n2Cc2ccccc2)s1	-4	-4	-3	-5	1	-5	3	15	4	-1	-1
O=C(O)Cn1ncc2ccccc2c1=O	-4	-1	-7	-7	-16	13	10	14	1	-6	-17
COc1oc(-c2ccccc2)nc1C(F)(F)F	-11	7	2	1	12	5	-3	5	-5	-16	-6
O=C(c1nc[nH]c1C(=O)N1CCN(c2ccccc2)CC1)N1CCN(c2ccccc2)CC1	7	-9	-1	-1	7	-11	15	0	-3	-2	4
CCOc1ccccc1CN1CCCC(C(=O)c2ccc(OC)c(OC)c2)C1 (stereo unspecified)	-4	-6	3	-2	-16	0	12	-6	-4	7	18
O=C(CSc1nc2ccncc2[nH]1)Nc1ccccc1C(F)(F)F	2	-2	-10	10	-2	-5	0	2	0	9	0
CC(OC(=O)/C=C/c1ccccc1)C(=O)NC1CCCCC1C (stereo unspecified)	25	-14	3	0	11	-1	-3	5	-25	5	-1
C/C=C(\C)CN1CCC(n2nccc2NC(=O)CCOc2ccccc2)CC1	3	-1	4	-5	-3	10	4	16	17	-7	-4

Additional compounds follow:
SMILES	TRAIL sens C8	NOD2-RIPK2 inh	TLR9-MyD88 inh	NR2F2 inh	SRC2 inh	TWEAK-Fn14 inh	TROY signal inh	NCOA3 inh	NR5A2 inv ag	SRC1 inh	LMP1 NFkB inh
O=C(NNS(=O)(=O)c1ccc(F)cc1)c1ccc(O)cc1	-13	-3	-3	-14	-7	62*	6	-5	6	-6	12
COCCNC(=O)/C(C#N)=C/c1ccc(SC)cc1	31	-2	.	-13	-26	-3	-49	-28	12	-29	1
Cc1nnc(Sc2nc3c(c(=O)n(C)c(=O)n3C)n2Cc2ccccc2Cl)s1	-18	-8	3	-3	-17	-8	-5	19	16	6	-2
CSc1nc(Oc2cccc(C(F)(F)F)c2)cc(C(F)(F)F)n1	-11	9	5	-2	-7	-1	0	8	6	0	-1
N#Cc1ccc(N2CCOCC2)nc1	-16	-12	3	17	-19	-7	-1	2	-18	2	-5
CCCCNC(=O)C1(C)CCCCN1C(=O)c1ccc2sccc2c1 (stereo unspecified)	-13	2	.	6	-8	-2	11	5	17	-11	.
Cc1ccc(NCc2cccc(B(O)O)c2)cc1	1	-12	-22	-3	-35	-22	-57	-9	12	-6	0

Sorted by value in NR2F2 inh (rising): three of the compounds above.
Compound	NR2F2 inh
COCCNC(=O)/C(C#N)=C/c1ccc(SC)cc1	-13
CSc1nc(Oc2cccc(C(F)(F)F)c2)cc(C(F)(F)F)n1	-2
N#Cc1ccc(N2CCOCC2)nc1	17
